TNF death inh – inhibitors of TNF-alpha triggered necroptosis, primary screen, cell-based, Jurkat FADD-/-, single concentration | hit rate 0.068% among 220,000 | AID 463075, 2010 | activation (protection from cell death), % at 10 µM | Jurkat FADD-/- TNF necroptosis rescue, ATP luminescence, 24 h; 0 = TNF only, 100 = no-TNF cells;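 active = activation, meaning protection from cell death, of at least 50% relative to plate controls; inactive = activation below 50%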;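 note: necroptosis triggered by 40 ng/mL TNF-alpha added together with compound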
Hck-Nef inh – inhibitors of Nef-activated human Hck kinase, primary screen, biochemical, Z-Lyte FRET, 384-well, Hck-YEEI; Tyrosine-protein kinase HCK (Homo sapiens), P08631; Recombinant Hck-YEEI plus Nef, Z-Lyte FRET kinase assay; inhibition, % at 20 µM; hit rate 0.68% among 220,000;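 active = Hck-Nef kinase inhibition above about 50%, limit read from the data; inactive = inhibition below that limit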;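 note: 0% = DMSO with Hck plus Nef and 100% = Hck alone without Nef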
Cl transport mod – KCC2 cotransporter modulators, thallium flux, primary screen, cell-based, HEK293 KCC2, FluoZin-2 fluorescence, MLSMR; Solute carrier family 12 member 5 (Homo sapiens), Q9H2X9; KCC2 cells, thallium flux FluoZin-2 fluorescence; B-score of Tl+ flux slope (higher = more flux/activation; lower = inhibition) at 10 µM; hit rate 2.2% among 190,000; AID 1456, 2008;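 active = thallium flux slope and its plate-corrected score both differing from the plate sample mean at a set confidence after two filtering rounds, in either direction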;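 note: slope of fluorescence scaled to starting intensity during 10 to 20 s after thallium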
KLK5 inh – human KLK5 protease inhibitors, primary screen, biochemical, 1536-well. recombinant hK5, fluorogenic AMC substrate cleavage. hit rate 0.59% among 210,000. inhibition, % at 5 µM;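 active = inhibition of 40% or more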;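 note: 0% = enzyme controls without compound and 100% = no-enzyme blanks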
FXIIa inh 1536 – human FXIIa protease inhibitors, primary screen, biochemical, 1536-well; Coagulation factor XII (Homo sapiens), P00748; purified FXIIa, Boc-QGR-AMC fluorogenic substrate, 2 h; inhibition, % at 5 µM; hit rate 0.3% among 220,000; AID 800, 2007; in the data active = inhibition above about 40%;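 note: 0% = enzyme with no compound and 100% = blank without enzyme; many of its hits are not listed in these tables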
FXIa inh – human FXIa protease inhibitors, primary screen, biochemical, 1536-well; purified FXIa, Boc-Glu-Ala-Arg-AMC fluorogenic substrate; hit rate 0.14% among 220,000; Coagulation factor XI (Homo sapiens), P03951; inhibition, % at 5 µM;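 active = inhibition of at least 40%; inactive = inhibition below 40%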;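 note: fluorescence of freed AMC excited at 355 nm; 0% = enzyme without compound and 100% = no enzyme blank; many of its hits are not listed in these tables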
Target sequence (P03951 19-387 limits assumed): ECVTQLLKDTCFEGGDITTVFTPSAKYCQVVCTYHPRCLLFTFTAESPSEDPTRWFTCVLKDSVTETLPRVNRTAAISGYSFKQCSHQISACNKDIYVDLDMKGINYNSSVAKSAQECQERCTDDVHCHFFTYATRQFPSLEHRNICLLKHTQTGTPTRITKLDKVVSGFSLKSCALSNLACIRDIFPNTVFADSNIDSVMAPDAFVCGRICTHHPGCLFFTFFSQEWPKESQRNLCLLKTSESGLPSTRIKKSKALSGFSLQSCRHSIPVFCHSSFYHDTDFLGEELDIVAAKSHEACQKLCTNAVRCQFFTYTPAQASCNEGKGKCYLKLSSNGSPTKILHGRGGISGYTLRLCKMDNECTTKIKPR
Target sequence (P03951 388-625 limits assumed): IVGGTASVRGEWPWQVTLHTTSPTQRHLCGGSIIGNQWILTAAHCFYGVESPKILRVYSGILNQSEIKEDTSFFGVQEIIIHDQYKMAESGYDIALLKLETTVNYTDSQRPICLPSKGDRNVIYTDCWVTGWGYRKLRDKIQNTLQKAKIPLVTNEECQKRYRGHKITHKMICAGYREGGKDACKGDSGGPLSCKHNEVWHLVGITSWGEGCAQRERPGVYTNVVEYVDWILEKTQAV
thrombin 1536 – human alpha-thrombin inhibitors, primary screen, counter-screen for coagulation protease inhibitor project, biochemical, 1536-well, fluorogenic AMC substrate; Prothrombin (Homo sapiens), P00734; Boc-VPR-AMC fluorogenic substrate cleavage; inhibition, % at 5 µM; hit rate 0.26% among 220,000; AID 1046, 2008;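 active = inhibition at or above 40%; inactive = inhibition below 40%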;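 note: 0% = enzyme with no compound and 100% = wells without enzyme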
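Material: human alpha-thrombin protein. Incubation: reaction at ambient temperature. Technique: fluorescence of released AMC, ex 355 nm, em 460 nm. Control set: no-compound enzyme wells and no-enzyme blanks. Also added: Boc-VPR-AMC substrate, 15 µM final. Buffer or medium: pH 7.5 Tris (50 mM) with NaCl 150 mM, Tween 20 0.05%.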
zVAD death inh – inhibitors of zVAD-triggered necroptosis, primary screen, L929 cells; L929 zVAD necroptosis rescue, ATP luminescence, 24 h; with zVAD 60 µM; viability rescue, % at 10 µM; hit rate 0.38% among 220,000; AID 1377, 2008;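 active = activation, scaled between plate controls, above about 75%, limit read from the data; inactive = activation under that limit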;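 note: 0% = zVAD with DMSO and 100% = DMSO alone without zVAD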
Rad51 HR inh – human RAD51 strand exchange inhibitors, primary screen, biochemical, fluorescence; DNA repair protein RAD51 homolog 1 (Homo sapiens), Q06609; hRad51 DNA strand exchange, fluorescence dequenching; hit rate 0.085% among 200,000; inhibition, % at 10 µM;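 active = inhibition above 40% at the single screening dose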;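 note: 0% = DMSO control wells and 100% = blanks with heterologous ssDNA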
Target sequence (Q06609 whole entry, looked up): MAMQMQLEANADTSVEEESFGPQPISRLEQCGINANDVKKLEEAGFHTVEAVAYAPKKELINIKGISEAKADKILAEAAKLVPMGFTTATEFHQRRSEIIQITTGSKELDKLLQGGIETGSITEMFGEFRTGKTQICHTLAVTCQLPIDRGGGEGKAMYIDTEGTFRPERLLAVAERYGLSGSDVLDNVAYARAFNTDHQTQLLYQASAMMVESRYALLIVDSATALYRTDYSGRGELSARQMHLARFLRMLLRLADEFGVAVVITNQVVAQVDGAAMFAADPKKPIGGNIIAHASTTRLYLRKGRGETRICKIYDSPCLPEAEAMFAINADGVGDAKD
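material = hRad51 filaments on single-stranded DNA | timing = filaments 15 min 37 °C, then compound 30 min | signal = FRET fluorescence dequenching, excitation 485 nm, emission 520 nm | benchmarks = control wells and blank wells on each plate | evaluation = percent inhibition relative to plate controls and blanks | compound = 10 µM final, single point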
* hit, by the source's call; . = no result given.

SMILES | TNF death inh | Hck-Nef inh | Cl transport mod | KLK5 inh | FXIIa inh 1536 | FXIa inh | thrombin 1536 | zVAD death inh | Rad51 HR inh
CCOc1nc(Nc2ccc(OC)c(Cl)c2)nc(OCC)n1 | 0.8 | -2 | . | -25 | 20 | -5 | -11 | 0.5 | .
CC1(C)C(c2ccccc2)=[N+]([O-])CN1O | 1.0 | -1 | . | -16 | 17 | 4 | 4 | 1.7 | .
CC1(C)Nc2ccccc2C(=O)N1NS(=O)(=O)c1ccccc1 | 1.2 | 3 | -0.1 | -7 | 3 | -4 | -7 | 1.6 | -3
CCOC(=O)c1cn(CC(=O)Nc2ccc3c(c2)OCCO3)nn1 | -1.3 | 1 | . | 0 | -3 | -4 | -8 | 0.4 | 0
CC1=CC(c2ccccc2)NC(=S)N1 (stereo unspecified) | -1.8 | 1 | 0.52 | -16 | 8 | 15 | -11 | -0.5 | 15
COc1ccccc1C1N(c2ccc(Cl)cc2)C(=O)C2CCCN21 (stereo unspecified) | 0.9 | -1 | . | 4 | 2 | -2 | -6 | -0.9 | -1
CCOC(=O)Cn1nnc(-c2ccc(S(C)(=O)=O)cc2)n1 | -0.4 | -1 | -0.64 | -10 | -4 | -9 | -6 | 0.1 | -6
O=C(O)CSc1c2c(nc3cc(C(=O)N4CCCC4)ccc13)CCCC2 | 0.7 | 19 | -0.61 | -4 | 7 | -4 | 5 | 1.6 | -43
Cc1nn(CC(=O)Nc2ccc3c(c2)nc(CN2CCCCC2)n3C)c(=O)c2ccccc12 | -0.7 | -1 | . | 2 | 8 | -5 | -2 | -0.3 | -5
CCOC(=O)Nc1ccc2c(c1)nc(CN1CCN(C(C)=O)CC1)n2C | 0.2 | -8 | -0.1 | 6 | 9 | 0 | 0 | -0.3 | 3
Cc1ccc(N2C(=S)NC3c4ccccc4OC2(C)C3C(=O)N(C)C)cc1 (stereo unspecified) | 0.2 | 18 | 0.061 | 5 | 15 | 0 | 44* | 1.2 | 31
CCCCNC(=O)c1ccc2c(SCC(=O)O)c3c(nc2c1)CCCC3 | 1.9 | 5 | -0.34 | -8 | 29 | 19 | 4 | . | .
CC(C)[C@H](NC(=O)c1ccco1)C(=O)OCc1cc(=O)n2c(n1)sc1ccccc12 | -0.1 | 30 | -1.8 | 2 | 8 | 4 | -1 | -0.6 | .
CCC(C)(C(=O)NC1CCCCC1)N(C)C(=O)c1ccc2c(c1)OCO2 (stereo unspecified) | 2.2 | 2 | 0.63 | -15 | 7 | 3 | -9 | -0.8 | -3
Cc1c(Cl)c([N+](=O)[O-])nn1Cc1ccc(C(=O)N/N=C\c2ccccn2)o1 | 6.2 | 23 | -0.41 | -72 | -4 | -7 | -12 | 0.4 | 9
Cc1ccc(S(=O)(=O)c2c(C)nn(C(C)(C)C)c2OC(=O)c2ccco2)cc1 | -2.5 | -1 | . | 8 | 14 | 3 | 2 | 0.4 | 12
O=C(c1ccc(CN2CCOCC2)cc1)N1CCN(Cc2ccccc2)CC1 | -1.1 | 2 | -0.83 | -15 | 12 | -6 | -8 | 0.1 | 3
CCC(C)NC(=O)CN(C)S(=O)(=O)c1ccc2c(c1)c(=O)n(C)c(=O)n2C (stereo unspecified) | 0.6 | 0 | . | -2 | 14 | 2 | -2 | 0.9 | -2
O=C(OC1CCOC1=O)c1cccc(S(=O)(=O)N2CCc3ccccc3C2)c1 (stereo unspecified) | -0.3 | -15 | -0.49 | -10 | -1 | 0 | 5 | 0.7 | -5
Cc1ccccc1N(C(=O)CCC(=O)Nc1ccccn1)C(C(=O)NC(C)C)c1ccc(O)cc1 (stereo unspecified) | 0.0 | 3 | -0.49 | 0 | 17 | 2 | 2 | 0.2 | 11
O=C(C1CCN(S(=O)(=O)c2cnc[nH]2)CC1)N1CCN(Cc2ccc3c(c2)OCO3)CC1 | 1.2 | -6 | 0.27 | 4 | -4 | -6 | -9 | -0.8 | 20
O=C(Cc1ccc(-c2ccccc2)cc1)NCCN1CCOCC1 | 1.0 | -6 | -1.3 | 4 | 10 | 6 | 0 | -0.3 | 3
Cc1onc(-c2c(F)cccc2Cl)c1C(=O)Nc1sc2c(c1C(N)=O)CCC2 | -7.0 | -1 | -0.15 | 5 | 10 | -5 | -2 | 0.4 | -5
CCCCn1c(O)c(N=NC(=O)c2ccccc2NS(=O)(=O)c2cccs2)c2ccccc21 | 0.5 | -28 | 0.026 | -5 | 11 | 8 | 4 | 1.0 | .
O=C(c1ccc(Cl)cc1)c1cnc(Nc2ccccc2)s1 | 2.8 | 1 | -0.3 | -8 | -4 | -5 | -3 | 0.6 | -6
Fc1ccc(N2CCN(c3nc(-c4ccco4)cc(C(F)(F)F)n3)CC2)cc1 | 0.9 | 1 | . | 12 | -3 | -9 | -2 | 1.0 | -6
O=S(=O)(c1cc(F)cc(F)c1)N1CCN(c2ncccn2)CC1 | 0.3 | 1 | . | -8 | 14 | -6 | 1 | 0.3 | -7
O=C(c1cc(Cl)ccc1Cl)N1CCOCC1 | 0.6 | 0 | -0.06 | 1 | 8 | -9 | 1 | 1.2 | 8
Cc1ccccc1N1Cc2ccccc2C1 | 0.3 | 5 | 0.74 | -15 | 4 | 5 | -5 | 0.9 | 9
CCCn1ncc([C@@H]2C[C@H]3CN(Cc4cccc(Cl)c4)C(=O)[C@]34CCCN24)c1C | 0.0 | 20 | -0.34 | -2 | 5 | -3 | -4 | -0.4 | 2
Cc1cc(C)n2nc(-c3ccco3)nc2n1 | 0.8 | 16 | 0.099 | -13 | 2 | -3 | 3 | -0.3 | -52
CCCCCCNCC1OCc2ccccc2CO1 | 4.0 | 5 | 0.83 | -21 | 9 | 0 | -4 | -0.8 | 0
Cc1nnc(SCCn2c(N3CCCC(C)C3)nc3c2c(=O)[nH]c(=O)n3C)s1 (stereo unspecified) | -1.4 | 3 | . | 0 | 5 | -5 | -7 | 1.0 | 0
O=C(CCN1c2ccccc2Sc2ccccc21)Oc1ccccc1 | 2.1 | 2 | 0.55 | -10 | 6 | 7 | -3 | 0.5 | 11
Cc1ccc(S(=O)(=O)NCC2CCCO2)cc1[N+](=O)[O-] (stereo unspecified) | 3.7 | 2 | -0.048 | 3 | 8 | 2 | 2 | 0.6 | .
O=C(CSc1n[nH]c(-c2ccc(S(=O)(=O)N3CCCCC3)cc2)n1)Nc1nccs1 | 3.1 | 12 | . | -3 | 18 | 11 | 4 | 0.9 | -2
O=C(CSc1n[nH]c(-c2cccs2)n1)N1CCN(S(=O)(=O)c2ccccc2)CC1 | -0.1 | 0 | . | -14 | 13 | -19 | 2 | 0.5 | -8
CSc1ccccc1NC(=O)c1onc(C)c1Cl | -0.7 | 0 | . | -6 | 6 | -6 | -5 | -0.9 | -3
CS(=O)(=O)N(Cc1ccc(C(=O)NC2CCCCC2O)cc1)c1ccccc1 (stereo unspecified) | -2.4 | 2 | -0.54 | -9 | 14 | 4 | 5 | 0.2 | -1
CCc1nnc(NC(=O)c2ccc(Cl)c(S(=O)(=O)N3CCc4ccccc4C3)c2)s1 | 1.4 | 5 | 0.83 | 9 | 10 | 8 | 4 | 1.0 | -2

Ordered by molar mass (lowest first): eight of the compounds above
SMILES | TNF death inh | Hck-Nef inh | Cl transport mod | KLK5 inh | FXIIa inh 1536 | FXIa inh | thrombin 1536 | zVAD death inh | Rad51 HR inh
CC1=CC(c2ccccc2)NC(=S)N1 (stereo unspecified) | -1.8 | 1 | 0.52 | -16 | 8 | 15 | -11 | -0.5 | 15
Cc1cc(C)n2nc(-c3ccco3)nc2n1 | 0.8 | 16 | 0.099 | -13 | 2 | -3 | 3 | -0.3 | -52
CCCCCCNCC1OCc2ccccc2CO1 | 4.0 | 5 | 0.83 | -21 | 9 | 0 | -4 | -0.8 | 0
O=C(CCN1c2ccccc2Sc2ccccc21)Oc1ccccc1 | 2.1 | 2 | 0.55 | -10 | 6 | 7 | -3 | 0.5 | 11
O=C(c1ccc(CN2CCOCC2)cc1)N1CCN(Cc2ccccc2)CC1 | -1.1 | 2 | -0.83 | -15 | 12 | -6 | -8 | 0.1 | 3
CCC(C)NC(=O)CN(C)S(=O)(=O)c1ccc2c(c1)c(=O)n(C)c(=O)n2C (stereo unspecified) | 0.6 | 0 | . | -2 | 14 | 2 | -2 | 0.9 | -2
O=C(OC1CCOC1=O)c1cccc(S(=O)(=O)N2CCc3ccccc3C2)c1 (stereo unspecified) | -0.3 | -15 | -0.49 | -10 | -1 | 0 | 5 | 0.7 | -5
O=C(CSc1n[nH]c(-c2ccc(S(=O)(=O)N3CCCCC3)cc2)n1)Nc1nccs1 | 3.1 | 12 | . | -3 | 18 | 11 | 4 | 0.9 | -2

Continuation.
SMILES | TNF death inh | Hck-Nef inh | Cl transport mod | KLK5 inh | FXIIa inh 1536 | FXIa inh | thrombin 1536 | zVAD death inh | Rad51 HR inh
Cc1ccc(SC(C)C(=O)Nc2ccc(S(=O)(=O)N3CCOCC3)cc2)cc1 (stereo unspecified) | -1.0 | -2 | 0.35 | 0 | 13 | -1 | -3 | 0.5 | -2
CCN(CC)c1ccc(NC(=O)c2ccc(NC(=O)C3CCCO3)cc2)c(C)c1 (stereo unspecified) | 2.4 | 2 | -0.85 | -22 | -3 | 0 | -1 | 5.5 | -2
O=C(NCc1ccc2c(c1)OCO2)c1ccc2c(c1)C(=O)N(CC1CCCO1)C2=O (stereo unspecified) | -1.6 | 6 | 1.8 | -17 | 25 | 24 | -4 | 0.4 | -10
O=[N+]([O-])c1ccc2nnn(O)c2c1 | -0.5 | -1 | 0.26 | -6 | 8 | 3 | 0 | . | .
CCOC(=O)C1=C(Cn2cnc3ccccc32)NC(=O)NC1c1ccc(OC)cc1 (stereo unspecified) | 0.7 | 2 | . | -13 | -24 | -2 | -5 | 0.2 | 0
O=C(NCCCn1ccnc1)c1cc(-c2ccc(Br)cc2)on1 | 0.4 | -5 | -0.89 | -25 | -6 | -2 | -2 | 72 | -2
CC1(C)CC(=O)c2sc(NC(=O)Cc3cccs3)nc2C1 | 1.0 | 5 | -0.53 | -8 | 16 | 8 | 2 | -0.8 | 5
COC(=O)c1ccccc1NC(=O)c1cccc(COc2ccccc2Cl)c1 | -11 | 0 | 0.022 | 1 | 16 | 7 | 2 | -1.5 | -11
Cc1cccc(CN2CCN(CC(=O)NCc3cccs3)C2=O)c1 | 0.4 | 0 | 0.18 | -4 | -3 | 3 | -2 | -1.0 | 0

Assay outcomes: PubChem BioAssay, several laboratories

Not all compounds are listed; rates above refer to the full screens.
